From PubChem
TGFb SMAD3 inh = inhibitors of TGF-b signaling; HepG2 CAGA-GFP TGF-b/SMAD3 reporter, GFP fluorescence, 18 h; TGF-beta stimulated, 500 pg/mL final; Potency, µM (doses to about 46.1 µM), for inactives: at the top dose activity, negative = inhibition, most hits filed as inhibitors; actives 1.2% (n = 410,000); AID 588855; further: potency means the concentration at half of the fitted maximal effect; on the % scale 0 is the no-effect control and ±100 the full control effect; nearly all actives have a fitted effect of over 65% in size
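HEPG2 CAGA-GFP reporter cells (1000/well, DMEM with 1% FBS) received compounds, then recombinant TGF-beta at 500 pg/mL final for 18 hours at 37 degrees C. Per-cell GFP summed per well was normalised to unstimulated and stimulated DMSO controls before curve fitting.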
Nrf2 inh = blocks Nrf2 signaling; A549 ARE-Fluc reporter, luciferase luminescence, 18-24 h; Potency, µM (top dose mostly 46 µM), without a hit: top-dose activity change, negative = inhibition, most hits filed as inhibitors; actives 2.1% (n = 360,000); AID 504444; further: potency means the concentration at half of the fitted maximal effect; on the % scale 0 is the no-effect control and ±100 the full control effect; nearly all actives have a fitted effect of over 60% in size
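Reporter: ARE-Fluc in A549. Exposure: 18-24 h, 37 °C, 5% CO2, 5% FBS OPTI-MEM. Readouts: fluorescent cytotoxicity (CellTiter-Fluor), then luminescent Nrf2 signal after BugLite.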
A549 tox = counter-screen for Nrf2 inhibitors: cytotoxicity in A549 cells | Potency, µM (top dose mostly 46 µM), without a hit: at the highest dose activity change, negative = cytotoxicity, actives largely listed as inhibitors | actives 0.16% (n = 390,000) | A549 ARE-Fluc cells, CellTiter-Fluor viability, 18-24 h | AID 504648; further: potency means the concentration at half of the fitted maximal effect; on the % scale 0 is the no-effect control and ±100 the full control effect
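A549 ARE-Fluc cells in 5% FBS OPTI-MEM, 5000 cells/well, rested 2 h then exposed to compounds in concentration-response for 18-24 h at 37 °C. Viability by CellTiter-Fluor fluorescence (Ex 405/Em 525) after 30 min; luciferase luminescence (BugLite, 15 min, RT) read afterwards.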
pAkt inh = Akt phosphorylation inhibition; AID 651550; actives 0.32% (n = 360,000); activity change, % for hits at 50 µM; Neuro2A IGF-stimulated pAkt S473 HTRF, 20 min; hits give low values; in the data active means activity change below about -80%; inconclusive means mostly about -51% to -80%; further: on the % scale 0 is the no-effect control and ±100 the full control effect
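Neuro2A cells (4,500/well, DMEM with 0.5% FBS) were treated with compound at a single 50 µM final concentration, stimulated with 6 nM IGF for 20 min at 37 °C, and lysed. Phospho-Akt Ser473 was read by HTRF as 665/615 ratio ×10^4.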
EPAC2 antagonist = EPAC2 (human) antagonism | EPAC2 GEF exchange of Rap1B-BODIPY-GDP, fluorescence | Potency, µM (titrated, usually from 114 µM), for inactives: at the highest dose activity, negative = inhibition, hits mostly inhibitors | actives 0.18% (n = 360,000) | AID 720708; further: potency means the concentration at half of the fitted maximal effect; on the % scale 0 is the no-effect control and ±100 the full control effect; nearly all actives have a fitted effect of over 45% in size; many of its hits are not listed in these tables
Target sequence (Q8WZA2 whole entry, looked up): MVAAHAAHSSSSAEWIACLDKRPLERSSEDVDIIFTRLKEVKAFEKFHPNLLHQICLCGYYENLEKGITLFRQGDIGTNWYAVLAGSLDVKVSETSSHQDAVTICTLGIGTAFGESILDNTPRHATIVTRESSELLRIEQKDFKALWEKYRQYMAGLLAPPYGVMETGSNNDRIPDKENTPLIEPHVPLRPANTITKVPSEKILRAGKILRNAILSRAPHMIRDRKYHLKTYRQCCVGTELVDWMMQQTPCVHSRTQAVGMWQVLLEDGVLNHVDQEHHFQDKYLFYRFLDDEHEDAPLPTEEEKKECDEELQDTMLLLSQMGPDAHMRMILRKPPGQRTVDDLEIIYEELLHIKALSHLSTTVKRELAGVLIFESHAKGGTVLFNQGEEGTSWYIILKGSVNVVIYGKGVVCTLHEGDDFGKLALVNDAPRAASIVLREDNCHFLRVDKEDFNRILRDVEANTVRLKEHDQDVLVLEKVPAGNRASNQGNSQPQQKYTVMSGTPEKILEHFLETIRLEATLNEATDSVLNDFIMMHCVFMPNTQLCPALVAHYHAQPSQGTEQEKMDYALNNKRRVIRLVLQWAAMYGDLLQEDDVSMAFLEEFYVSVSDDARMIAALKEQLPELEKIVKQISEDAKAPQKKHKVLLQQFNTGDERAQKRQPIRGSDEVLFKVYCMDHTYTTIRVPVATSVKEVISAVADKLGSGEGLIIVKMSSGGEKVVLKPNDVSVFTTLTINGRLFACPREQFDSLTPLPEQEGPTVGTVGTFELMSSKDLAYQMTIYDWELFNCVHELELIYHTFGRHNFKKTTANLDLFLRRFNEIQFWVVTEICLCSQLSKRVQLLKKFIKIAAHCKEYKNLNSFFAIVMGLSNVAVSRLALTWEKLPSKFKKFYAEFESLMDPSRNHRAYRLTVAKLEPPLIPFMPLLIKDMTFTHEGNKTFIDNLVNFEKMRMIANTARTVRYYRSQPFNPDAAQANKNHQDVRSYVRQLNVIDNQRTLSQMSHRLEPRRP
MmCpn inh = inhibitors of Methanococcus maripaludis chaperonin (MmCpn); AID 504842; purified Mm-Cpn ATPase, ADP Transcreener TR-FRET; Potency, µM (doses to about 76.9 µM), for the others: at the top dose activity, negative = inhibition, hits mostly inhibitors; actives 0.031% (n = 330,000); further: potency means the concentration at half of the fitted maximal effect; on the % scale 0 is the no-effect control and ±100 the full control effect; nearly all actives have a fitted effect of over 80% in size
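Purified archaeal Mm-CPN (25nM final) preincubated 10 min at 37degC with compound, then 10uM ATP for 30 min at 37degC; ADP measured by HTRF Transcreener TR-FRET; buffer 30 mM TRIS pH 7.4, 100mM KCl, 5mM MgCl2, 1mM DTT.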
Nrf2 ARE act = Nrf2 pathway activation. AREc32 ARE-luciferase reporter (MCF7-derived line), luminescence, 24 h. actives 0.31% (n = 410,000). Potency, µM (series often up to 46.1 µM), inactives show at the top dose activation, hits mostly activators; further: potency means the concentration at half of the fitted maximal effect; % of control where 0% means no effect; nearly all actives have a fitted effect of over 65% in size
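Quantitative high-throughput format: AREc32 reporter cells, 1000 per well, received compound by pin transfer and were incubated 24 hr at 37 deg C, 5% CO2, before Steady-Glo luminescence detection.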
CCT chaperon mod = modulators of cytosolic chaperonin (CCT/TRiC) activity. purified chaperonin ATPase assay, HTRF ADP detection, 30 min. activity change, % (no concentration beside the values), hits read low. actives 0.3% (n = 360,000). AID 651819; in the data active means activity change below about -30%; further: on the % scale 0 is the no-effect control and ±100 the full control effect
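First, chaperonin was dispensed at 40 nM or 20 nM final depending on batch activity. Next, compounds were pinned at 76 uM and ATP added at 10 uM. After 30 min at 37 °C, ADP detection reagents ran 30 min at ambient temperature.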
EPAC2 agonist = EPAC2 (human) agonism; Q8WZA2; EPAC2 activation, biochemical qHTS; response scale: 100% = 6.5 mM cAMP response; Potency, µM (titrated, usually from 154 µM), without a hit: top-dose activation, usual class: activators; actives 0.079% (n = 360,000); further: potency means the concentration at half of the fitted maximal effect; nearly all actives have a fitted effect of over 50% in size
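Readout is BODIPY fluorescence (480 nm excitation, 540 nm emission), which falls as labeled GDP is exchanged off Rap1B. EPAC2 at 100 nM acted on 250 nM RAP1B-BODIPY-GDP with 50 uM GDP present.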
* hit, by the source's call; i = inactive; ? = inconclusive; · = not tested or not shown; & = joins results of further samples; [ ] = remark or other dose. Unless noted, the call rests on the fitted dose curve; in most records, active means well fitted curve in the direction sought with a large enough effect; inconclusive means small, poorly fitted or top-dose-only effect, or another doubt; inactive means no such curve, though single readings can be large; an effect the other way counts as inactive or inconclusive. Only part of the results is shown; count on the stated rates, not on these rows.

SMILES	TGFb SMAD3 inh	Nrf2 inh	A549 tox	pAkt inh	EPAC2 antagonist	MmCpn inh	Nrf2 ARE act	CCT chaperon mod	EPAC2 agonist
O=C(N/N=C/c1ccccc1)C1CCCN1C(=O)c1cc([N+](=O)[O-])cc([N+](=O)[O-])c1 (configuration not stated)	-22%	-15%	0%	i	6%	0%	0.1%	-0.4	10%
CCOC(=O)C[C@H]1c2ccc(C(F)(F)F)cc2S(=O)(=O)N1c1cccc(OC)c1	?	4%	7%	i	-25%	·	-1.3%	-0.9	7%
CCOc1ccc(C(=O)Nc2cc(-c3ccccc3)no2)cc1	-7%	?	1%	·	·	·	6.5%	·	·
CC(C)Sc1n[nH]c(=O)n1-c1cccc(C(F)(F)F)c1	-1%	-11%	-15%	i	7%	0%	-0.2%	0.5	6%
CC1CCC2(CC1)NC(=O)N(CC(=O)N1c3ccccc3CC1C)C2=O (configuration not stated)	2%	0%	-3%	i	2%	2%	0.2%	-3.3	-4%
CCc1ccc2oc(C(=O)Nc3nonc3C)c(C)c2c1	-25%	?	1%	·	5%	-4%	1.1%	-0.4	4%
COc1ccc(OCCN(C)CC(=O)Nc2c(C)cccc2C)cc1	0%	-20%	1%	i	7%	-1%	0.0%	-1.3	8%
CN(C)S(=O)(=O)N1CCN(S(=O)(=O)c2ccc(F)cc2)CC1	4%	6%	-17%[1.84 µM]	i	-8%	0%	-0.7%	-9.3	10%
COc1cc(-n2c(C)nc3cc(C(=O)NCC4CCCO4)ccc32)cc(OC)c1OC (configuration not stated)	31%[activator]	7%	9%	i	-2%	1%	-0.1%	2.5	-4%
O=C(Nc1ccn(Cc2c(F)c(F)cc(F)c2F)n1)c1ccc(COc2ccccc2Cl)cc1	-13%	21µM*	3%[1.84 µM]	i	-13%	-2%	-0.5%	-2.1	0%
c1ccc(-c2nn3c(Cn4nnc5ccccc54)nnc3s2)nc1	-2%	?	-11%	i	-3%	-2%	0.2%	-3.0	5%
CCc1nc2scc(-c3ccc(C)cc3)c2c(=O)n1N	-21%	8%	-2%	i	-10%	0%	7.7%	-2.5	4%
CCC1CC(CSC(=N)N)OC1=O (configuration not stated)	11%	18%	-4%	i	-3%	1%	-0.3%	1.5	3%
O=C(N/N=C/c1ccc(O)cc1)c1ccc(COc2cc(Cl)ccc2Cl)o1	?	·	?	i	2%	-1%	4.1%	0.6	-8%
O=c1[nH]c2ccc(S(=O)(=O)N3CCC(Cc4ccccc4)CC3)cc2o1	-59%	-18%	-5%	i	-6%	0%	2.8%	-1.5	-13%
CCOC(=O)Cc1csc(NC(=O)CCN2C(=O)c3cccc([N+](=O)[O-])c3C2=O)n1	4%	2%	-3%	i	3%	1%	0.2%	2.5	-1%
CN(C)S(=O)(=O)c1ccc(Cl)c(NC(=O)COC(=O)/C=C/c2ccc3ccccc3n2)c1	-19%	-2%	1%	i	-2%	-2%	0.1%	1.9	9%
Cc1sc2ncn(CC(=O)Nc3c(F)cccc3F)c(=O)c2c1S(=O)(=O)N1CCC(C)CC1	-1%	-1%	1%	i	5%	0%	-0.5%	0.4	1%
Cc1cccc(-c2noc(-c3ccc(NCc4ccco4)c([N+](=O)[O-])c3)n2)c1	?	?	0%	·	·	·	11%	·	·
CCCc1cnc(N2CCN(C(=O)c3c(-c4ccccc4)noc3C)CC2)nc1	-11%	-12%	0%	i	0%	2%	-0.5%	-2.5	0%
COC(=O)c1ccccc1NC(=O)CSCC(=O)Nc1ccccc1OC	35%[activator]	2%	-12%	i	2%	-4%	-0.7%	-3.0	-3%
CC(C)C[C@@H]1Cc2[nH][nH]c(=O)c2[C@H](c2ccc(Cl)cc2)O1	·	·	·	i	1%	·	-0.6%	0.3	0%
CN(C(=O)CN1CCN(c2cnn(-c3ccccc3)c(=O)c2Cl)CC1)C1CCS(=O)(=O)C1 (configuration not stated)	?	6%	1%	i	4%	-6%	0.1%	-1.5	0%
O=C(Nc1c(Cl)cccc1Cl)c1cccc2c1C(=O)N(C1CCCCC1)C2	-13%	5%	1%	·	·	·	-0.9%	·	·
COc1ccc(CCNC(=O)c2ccc3nc(N4CCCCC4)sc3c2)cc1OC	-6%	-26%	-1%	i	-20%	-1%	0.6%	1.0	12%
CC1CCCC(C)N1CCCNC(=O)CCn1c(=O)c2cccn2c2cccnc21 (configuration not stated)	-16%	2%	-1%	i	2%	1%	0.1%	0.3	4%
CCCNC(=O)C1=C(C)C(=O)OC12CCC(C)CC2 (configuration not stated)	3%	-13%	2%	i	1%	1%	-0.2%	0.5	6%
CCC(=O)N1CCc2cc(S(=O)(=O)N3CCCC3)ccc21	-7%	10%	1%	·	-4%	-23%	-0.8%	-1.0	-7%
Cc1ccc(-c2n[nH]c3c2CCC3)cc1	-15%	-11%	3%	i	-8%	-2%	1.7%	-2.6	-2%
Cc1ccc(NC(=O)CSc2nc3ccccc3nc2N2CCOCC2)cc1	-7%&-15%	?	2%&-22%	i	-5%	-10%	-0.6%&3.2%	-1.0	13%
CC(C)N1CN(c2ccccc2)C(=S)N(c2ccccc2)C1	0%	-14%	0%	i	10%	0%	-0.7%	2.0	-7%
CCOC(=O)C1=CN(Cc2cccc(-c3ccc(Cl)nc3)c2)S(=O)(=O)N(C)C1C (configuration not stated)	-6%	?	6%	i	3%	-3%	8.4%	-0.8	8%
Cc1noc(C)c1NC(=O)N(C)C[C@H]1Oc2c(NC(=O)Nc3ccc(C(F)(F)F)cc3)cccc2C(=O)N([C@H](C)CO)C[C@@H]1C	2%	10%	-8%	i	0%	3%	2.8%	-0.4	-6%
COc1ccccc1NC(=O)C(=O)c1cn(CC(=O)N2CCOCC2)c2ccccc12	-14%	10%	5%	i	6%	-4%	9.2%	2.1	5%
NC(=S)N/N=C/c1ccc(/C=N/NC(N)=S)cc1	-1%	3%	-1%	i	8%	0%	0.3%	-0.3	1%
Cc1noc(C)c1NC(=O)N(C)C[C@H]1Oc2ccc(NC(=O)NC(C)C)cc2C(=O)N([C@H](C)CO)C[C@H]1C	-3%	5%	-1%	i	-7%	2%	0.7%	-1.3	0%
COC(=O)CCCC(=O)OC	-5%	-1%	3%	i	6%	-1%	0.1%	-1.4	10%
Cc1nc(SCc2ccc(O)c([N+](=O)[O-])c2)n[nH]1	-10%	4%	1%	i	4%	2%	0.0%	-0.6	8%
CCCNC(=O)c1[nH]c(C)c(C(C)=O)c1C	6%	7%	4%	i	11%	-2%	-0.6%	1.3	0%
Cc1cccc(CSc2nnc(CCCCCN)o2)c1	-5%	?	-11%	·	·	·	-3.8%	·	·

Part of the list above in order of heavy-atom count, descending.
SMILES	TGFb SMAD3 inh	Nrf2 inh	A549 tox	pAkt inh	EPAC2 antagonist	MmCpn inh	Nrf2 ARE act	CCT chaperon mod	EPAC2 agonist
Cc1noc(C)c1NC(=O)N(C)C[C@H]1Oc2ccc(NC(=O)NC(C)C)cc2C(=O)N([C@H](C)CO)C[C@H]1C	-3%	5%	-1%	i	-7%	2%	0.7%	-1.3	0%
COc1ccccc1NC(=O)C(=O)c1cn(CC(=O)N2CCOCC2)c2ccccc12	-14%	10%	5%	i	6%	-4%	9.2%	2.1	5%
CC1CCCC(C)N1CCCNC(=O)CCn1c(=O)c2cccn2c2cccnc21 (configuration not stated)	-16%	2%	-1%	i	2%	1%	0.1%	0.3	4%
CCC(=O)N1CCc2cc(S(=O)(=O)N3CCCC3)ccc21	-7%	10%	1%	·	-4%	-23%	-0.8%	-1.0	-7%
Cc1nc(SCc2ccc(O)c([N+](=O)[O-])c2)n[nH]1	-10%	4%	1%	i	4%	2%	0.0%	-0.6	8%
Cc1ccc(-c2n[nH]c3c2CCC3)cc1	-15%	-11%	3%	i	-8%	-2%	1.7%	-2.6	-2%

Further records.
SMILES	TGFb SMAD3 inh	Nrf2 inh	A549 tox	pAkt inh	EPAC2 antagonist	MmCpn inh	Nrf2 ARE act	CCT chaperon mod	EPAC2 agonist
CN(C)NC(=S)Nc1ccc2nc(-c3ccccn3)c(-c3ccccn3)nc2c1	10%	-3%	0%	i	-10%	1%	0.0%	-1.4	7%
CCOC(=O)c1c(CN2CCOCC2)n(-c2ccccc2)c2cc(Br)c(O)c(CN(C)C)c12	?	?	-21%	i	-13%	-2%	5.4%	-1.4	7%
O=C(c1ccc(Cl)cc1)N1CCN(c2ccc([N+](=O)[O-])c(NCc3cccnc3)c2)CC1	-30%	26µM*	?	i	6%	·	3.8%	0.2	3%
Cn1c(SCc2ccc(F)cc2)nc2ccc(C(=O)NCc3ccccc3)cc21	?	?	-26%	·	·	·	4.9%	·	·
NC(=O)CSc1ncc(-c2ccccc2)[nH]1	-26%	19%	-2%[1.84 µM]	i	0%	1%	-0.1%	2.1	6%
CC[C@H](C)[C@@H]1OC(=O)[C@@H](C)[C@@H](CC)NC(=O)[C@H](C)N(C)C(=O)C(C)(C)C(=O)C(C)NC(=O)[C@H](Cc2ccccc2)N(C)C(=O)[C@H](C(C)C)N(C)C(=O)CNC(=O)[C@H](CC(C)C)N(C)C(=O)CNC1=O (some centres not stated)	3.5µM*	·	·	i	-10%	·	-3.2%	1.1	-10%
CCCCN(CCCC)S(=O)(=O)c1c(C)[nH]c(=O)[nH]c1=O	6%	6%	-1%	i	8%	3%	0.6%	-2.2	-10%
CC(C)NC1=C(Cl)C(=O)c2ccccc2C1=O	10µM*	?	?	·	-8%	-2%	8.2%	-2.2	4%
O=C1CCc2cc(S(=O)(=O)NC(C(=O)N3CCN(c4ccccn4)CC3)c3ccccc3)ccc2N1 (configuration not stated)	-7%	-1%	6%	i	-8%	1%	0.5%	-2.6	7%
